# High-throughput results from PubChem.
# AMPAR-TARP mod: modulators of AMPA receptor GluA2-stargazin complexes. calls only at 30 µM. HEK293 GluA2+stargazin, membrane potential dye (FDSS), glutamate EC50; hits were called plate by plate, in both directions. AID 1259245. 40,000 tested, 3.5% active. O88602+P19491;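 active = any of four per-well response measures lying three or more SD from its plate-wide compound average, in either direction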
# Target sequence (O88602 whole entry, looked up): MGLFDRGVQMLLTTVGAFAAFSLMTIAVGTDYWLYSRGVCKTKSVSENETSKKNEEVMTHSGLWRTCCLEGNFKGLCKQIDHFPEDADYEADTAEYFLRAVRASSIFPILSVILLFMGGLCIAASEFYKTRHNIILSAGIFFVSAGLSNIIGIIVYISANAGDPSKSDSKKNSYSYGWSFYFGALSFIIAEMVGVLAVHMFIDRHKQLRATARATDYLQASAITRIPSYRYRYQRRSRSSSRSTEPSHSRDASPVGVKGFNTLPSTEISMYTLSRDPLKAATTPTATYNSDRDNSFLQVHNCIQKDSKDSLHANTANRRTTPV
# Target sequence (P19491 whole entry, looked up): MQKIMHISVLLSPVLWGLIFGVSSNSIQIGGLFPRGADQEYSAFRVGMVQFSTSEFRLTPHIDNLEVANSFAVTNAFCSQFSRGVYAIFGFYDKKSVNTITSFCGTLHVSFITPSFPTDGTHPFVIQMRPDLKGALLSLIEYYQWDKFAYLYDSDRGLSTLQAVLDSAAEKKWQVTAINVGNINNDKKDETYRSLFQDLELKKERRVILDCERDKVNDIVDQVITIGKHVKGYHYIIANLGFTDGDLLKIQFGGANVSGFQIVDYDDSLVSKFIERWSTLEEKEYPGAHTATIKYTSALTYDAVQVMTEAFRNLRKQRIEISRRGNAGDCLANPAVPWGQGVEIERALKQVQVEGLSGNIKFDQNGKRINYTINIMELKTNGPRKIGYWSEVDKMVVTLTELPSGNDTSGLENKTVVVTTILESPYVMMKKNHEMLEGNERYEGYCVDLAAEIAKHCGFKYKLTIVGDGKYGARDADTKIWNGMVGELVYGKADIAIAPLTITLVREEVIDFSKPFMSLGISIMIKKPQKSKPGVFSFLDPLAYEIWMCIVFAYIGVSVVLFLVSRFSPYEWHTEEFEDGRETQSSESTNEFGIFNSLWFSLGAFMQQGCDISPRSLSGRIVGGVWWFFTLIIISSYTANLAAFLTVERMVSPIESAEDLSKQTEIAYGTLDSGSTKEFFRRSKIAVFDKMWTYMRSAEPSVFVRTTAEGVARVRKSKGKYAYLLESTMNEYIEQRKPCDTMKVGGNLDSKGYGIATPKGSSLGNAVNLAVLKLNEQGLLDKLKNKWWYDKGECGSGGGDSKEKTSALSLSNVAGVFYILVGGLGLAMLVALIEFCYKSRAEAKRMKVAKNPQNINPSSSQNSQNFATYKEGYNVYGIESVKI
# AMPAR-TARP mod agonism max-min: recorded beside AMPAR-TARP mod, whose call it bears; compound max-min signal; compound-alone response (agonism);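 unitless range of fluorescence divided by baseline over first 100 seconds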
# AMPAR-TARP mod glutamate slope: recorded beside AMPAR-TARP mod, whose call it bears; glutamate slope, % of max; measured here: glutamate response slope, % max;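 scaled per plate between vehicle wells and maximal 1 mM glutamate control wells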
# * = called active by the depositor; i = inactive; + = active, no number; & = joins results of further samples.
cpd	AMPAR-TARP mod	AMPAR-TARP mod agonism max-min	smiles	AMPAR-TARP mod glutamate slope
1	i	0.0759	CC(C)S(=O)(=O)c1ccc(CC(=O)N2Cc3nn(C(C)(C)C)c(-n4cccc4)c3C2)cc1	65.7
2	+	0.0934*	CC(C)NC(=O)c1ccc2c(=O)n(Cc3ccccc3)c3nnc(SCC(N)=O)n3c2c1	-2.2*
3	i	0.112	Cc1cccc(NC(=O)/C(C#N)=C2\N=C(NC(=O)c3ccc(F)cc3)c3ccccc32)c1	60.5
4	i	0.0938	COc1ccc(S(=O)(=O)CC(=O)Nc2nc(C)c(C)s2)cc1	54.2
5	i	0.0813	CCOc1ccc(S(=O)(=O)NCC2(O)CCCC2)cc1	64.2
6	i	0.0988	CCOC(=O)N1CCc2c(sc(NC(=O)c3cc(C)no3)c2C#N)C1	41.0
7	i	0.0458	O=C(NCCS(=O)(=O)N1CCN(CCc2ccccc2)CC1)c1cccs1	43.3
8	i	0.0689	CCOc1ccc(S(=O)(=O)Nc2ccc(N3CCCCS3(=O)=O)cc2)cc1	65.4
9	i	0.0547	O=C(CSc1cc(N2CCN(c3ccccc3F)CC2)ncn1)NCc1ccco1	60.2
10	i	0.119	COc1ccc(/C=C2\Oc3cc(OCC(=O)c4ccccc4)ccc3C2=O)cc1OC	69.7
11	i	0.056	COc1ccc(-c2ccc(C)c(NC(=O)COc3ccccc3)c2)nn1	33.5
12	i	0.0529	O=C(Cn1nc(C(=O)Nc2ccccc2)ccc1=O)Nc1ccc2c(c1)OCO2	42.1
13	i	0.0586	O=S(=O)(Nc1ccc2c(c1)N(S(=O)(=O)c1ccccc1)CCC2)c1ccccc1	62.4
14	i	0.0469	COCCCNC(=O)c1cc(-c2ccccc2)nc2c(C)cc(C)cc12	47.2
15	i	0.0961	COc1cn(CC(=O)Nc2ccc(OC(F)(F)F)cc2)c(CSc2nnnn2C)cc1=O	65.1
16	i	0.103	COc1ccc(CCNC(=O)NCC2(O)CCCC2)cc1	69.1
17	i	0.0747	Cc1cc(C)n(C(=O)c2ccc(Cl)c(S(=O)(=O)N3CCCC3)c2)n1	69.6
18	i	0.0407&0.0354	CC1CCN(CC(=O)Nc2ccccc2-c2nc3ccccc3[nH]c2=O)CC1	55.6&93.4
19	i	0.115	COc1ccc(Cl)cc1NC(=O)NCC1CCN(C(=O)Nc2ccc(F)cc2)CC1	60.2
20	i	0.119	COC(=O)N1CCC(CNS(=O)(=O)c2ccc(C)c(Cl)c2)CC1	63.7
21	i	0.132	COc1ccc(OC)c(NC(=O)CSc2nccn3nc(-c4ccccc4)cc23)c1	53.6
22	i	0.0654	Cc1ccccc1NC(=O)C(=O)NCCc1ccc2c(c1)CCCN2C	1.4
23	i	0.132	CCOC(=O)N1CCN(/C=C2\Oc3c(ccc(O)c3C)C2=O)CC1	32.3
24	i	0.031	COc1ccccc1OCC(=O)N1CCN(c2ncnc3c2nnn3-c2ccccc2)CC1	51.1
25	i	0.0663	COc1ccc(OC)c(NC(=O)Cc2cc(-c3ccc(F)cc3F)on2)c1	45.0
26	i	0.138	CCOC(=O)N1CCc2c(sc(NC(=O)c3cc4ccccc4o3)c2C(N)=O)C1	58.9
27	i	0.0743	Cc1ccc(N2CC(C)Cn3c2nc2c3c(=O)n(CCN3CCOCC3)c(=O)n2C)cc1 (configuration not stated)	28.6
28	i	0.0858	CN(C)c1cccc(C(=O)NCCS(=O)(=O)N2CCN(c3ccccn3)CC2)c1	63.5
29	i	0.122	COc1cn(CC(=O)Nc2ccc([N+](=O)[O-])cc2)c(CSc2ccc(Cl)cc2)cc1=O	51.5
30	i	0.0886	Cc1cc(C(=O)N2CCOCC2)nn1CC(=O)Nc1ccc(F)cc1F	65.5
31	i	0.067	O=S(=O)(NCC(c1ccco1)N1CCOCC1)c1ccc2c(c1)OCCO2 (configuration not stated)	49.9
32	i	0.0374	CC(C)S(=O)(=O)c1cccc(C(=O)Nc2ccc([N+](=O)[O-])cc2)c1	57.9
33	i	0.0897	Cc1nc2ccccn2c1C(=O)N1CCC(c2cccs2)CC1	49.7
34	i	0.0866	CCOc1ccc(C(=O)Nc2ccc(N3CCCCC3=O)cc2)cc1	41.3
35	i	0.0637	COc1ccccc1-c1cc(C(=O)N2CCC(c3nnc(-c4ccc(F)cc4)o3)CC2)[nH]n1	59.0
36	i	0.0923	Cc1cc(C(=O)N2CCN(C)CC2)nn1CC(=O)NCc1ccccn1	64.9
37	i	0.0772	Cc1ccc(S(=O)(=O)/C(C#N)=C/N2CCN(Cc3ccc4c(c3)OCO4)CC2)cc1C	52.6
38	i	0.0705	O=C(Nc1cc(Cl)ccc1Cl)N1CCN(c2ccc3nncn3n2)CC1	35.2
39	i	0.07	CCc1ccc2c(c1)C1CC(C)(NC(=S)N1)O2 (configuration not stated)	42.3
40	i	0.0711	CC(=O)Nc1cccc(C(=O)CSc2nnc(CCn3ccc(=O)[nH]c3=O)o2)c1	47.0

# Reprinted from the part before: 2 entries, followed by the next part.
cpd	AMPAR-TARP mod	AMPAR-TARP mod agonism max-min	smiles	AMPAR-TARP mod glutamate slope
39	i	0.07	CCc1ccc2c(c1)C1CC(C)(NC(=S)N1)O2 (configuration not stated)	42.3
40	i	0.0711	CC(=O)Nc1cccc(C(=O)CSc2nnc(CCn3ccc(=O)[nH]c3=O)o2)c1	47.0
41	i	0.136	CCOc1ccc(C(=O)NCC(O)(c2ccco2)C2CC2)cc1 (configuration not stated)	56.6
42	i	0.0517	O=S(=O)(NCCN1CCC(c2cccs2)CC1)c1c(F)cccc1F	54.7
43	i	0.0919	O=C(NCc1ccco1)c1cc2cc(Cl)cc(Cl)c2oc1=O	64.9
44	i	0.0982	Cc1cc(C(=O)N2CCOCC2)nn1CC(=O)NCc1ccc2c(c1)OCO2	61.8
45	i	0.0899&0.0456	CN(c1ccsc1C(=O)Nc1cccc(C#N)c1)S(=O)(=O)c1ccccc1	56.2&108.5
46	i	0.0723	CCN(CC)c1ccc(N2CCN(S(=O)(=O)c3ccc(NC(C)=O)cc3)CC2)nn1	34.1
47	i	0.0903	O=C(NCCO)C(=O)NCC1COC2(CCCCC2)O1 (configuration not stated)	54.3
48	i	0.0857	CCOc1ccc(C(=O)Nc2cccc(-n3c(C)nc4ccccc4c3=O)c2)cc1OCC	55.1
49	i	0.0908	O=C(c1cc2cc(Cl)cc(Cl)c2oc1=O)N1CCCC1	70.1
50	+	0.163*	COc1cc([N+](=O)[O-])ccc1NC(=O)c1ccc(=O)n(Cc2ccccc2F)c1	69.1*
51	i	0.0858	CCOc1ccc(-n2nnnc2SC(C)C(=O)Nc2ccccc2C)cc1 (configuration not stated)	49.4
52	i	0.0843	O=C(O)c1cccnc1SC1CC(=O)N(c2ccc(Cl)c(Cl)c2)C1=O (configuration not stated)	55.8
53	i	0.0582	CCCCc1ccc(-n2c(C)c(C)n3c4c(=O)n(CCN5CCOCC5)c(=O)n(C)c4nc23)cc1	57.3
54	i	0.0521	Cc1csc(NC(=O)Cc2cc(-c3ccc4c(c3)OCO4)on2)n1	42.4
55	i	0.0942	NS(=O)(=O)c1ccc(CCNC(=O)C(=O)Nc2nc3ccccc3s2)cc1	52.5
56	i	0.0359	CC(C)(Oc1ccc(Cl)cc1)C(=O)N1CCN(c2ncnc3c2nnn3-c2ccccc2)CC1	49.6
57	i	0.135	Cc1ncc(CO)c(/C=C2\Oc3cc(O)ccc3C2=O)c1O	64.3
58	i	0.114	CCOC(=O)C1=C(C)NC(=O)NC1c1ccccc1Cl (configuration not stated)	50.4
59	i	0.0886	Cc1ccccc1-n1nnnc1SC(C)C(=O)Nc1ccc(S(N)(=O)=O)cc1 (configuration not stated)	56.7
60	i	0.0547	COCCn1c(-n2nc(C)cc2C)nc2c1c(=O)n(Cc1ccccc1C)c(=O)n2C	52.9

# Compounds listed so far with a nitro group on carbon, in the order listed:
cpd	AMPAR-TARP mod	AMPAR-TARP mod agonism max-min	smiles	AMPAR-TARP mod glutamate slope
29	i	0.122	COc1cn(CC(=O)Nc2ccc([N+](=O)[O-])cc2)c(CSc2ccc(Cl)cc2)cc1=O	51.5
32	i	0.0374	CC(C)S(=O)(=O)c1cccc(C(=O)Nc2ccc([N+](=O)[O-])cc2)c1	57.9
50	+	0.163*	COc1cc([N+](=O)[O-])ccc1NC(=O)c1ccc(=O)n(Cc2ccccc2F)c1	69.1*

# Rewritten as labelled records: 3 of the compounds above.
(47) O=C(NCCO)C(=O)NCC1COC2(CCCCC2)O1 (configuration not stated)
- AMPAR-TARP mod = i
- AMPAR-TARP mod agonism max-min = 0.0903
- AMPAR-TARP mod glutamate slope = 54.3
(54) Cc1csc(NC(=O)Cc2cc(-c3ccc4c(c3)OCO4)on2)n1
- AMPAR-TARP mod = i
- AMPAR-TARP mod agonism max-min = 0.0521
- AMPAR-TARP mod glutamate slope = 42.4
(57) Cc1ncc(CO)c(/C=C2\Oc3cc(O)ccc3C2=O)c1O
- AMPAR-TARP mod = i
- AMPAR-TARP mod agonism max-min = 0.135
- AMPAR-TARP mod glutamate slope = 64.3

# (next part)
cpd	AMPAR-TARP mod	AMPAR-TARP mod agonism max-min	smiles	AMPAR-TARP mod glutamate slope
61	i	0.101	COc1ccc(-c2cc(=O)c3cc(Br)ccc3o2)cc1OC	48.2
62	+	0.214*	COc1ccc(CCNc2cc(C)nc3c(-c4ccccc4OC)cnn23)cc1OC	30.0*
63	i	0.112	COC(=O)c1ccc2c(=O)n(CCCC(=O)N3CCC(Cc4ccccc4)CC3)c(=S)[nH]c2c1	63.3
64	i	0.137	COc1cc(OC)cc(-c2nnc(NC(=O)c3cccc(OC)c3OC)o2)c1	68.7
65	i	0.0909	COc1ccc(CNC(=O)NCC#CCN2CCc3ccccc3C2)cc1	64.4
66	i	0.11	COc1cccc(N2CC(c3nc4ccccc4n3CC(O)COc3ccc(C)c(C)c3)CC2=O)c1 (configuration not stated)	65.7
67	i	0.0718	O=C(NCc1ccc(F)cc1)c1csc(NS(=O)(=O)c2cccs2)n1	44.0
68	i	0.119	Cc1ccc(NS(=O)(=O)c2cc(N3C(=O)CCS3(=O)=O)ccc2C)cc1Cl	56.1
69	i	0.0837	CCOCCn1c(N2CCN(C/C=C\c3ccccc3)CC2)nc2c1c(=O)[nH]c(=O)n2C	18.3
70	i	0.145	C=CCNC(=O)NCC1(c2cccs2)CCOCC1	58.4
71	i	0.106	COc1ccc(S(=O)(=O)N2CCC(C(=O)Nc3nnc(-c4ccc(Cl)cc4)o3)CC2)cc1	50.8
72	i	0.0639	CC(=O)c1ccc(NC(=O)CCCS(=O)(=O)c2ccc(C)cc2)cc1	47.6
73	i	0.141	c1ccc(N2CCN(c3nc(NCc4ccco4)c4ccccc4n3)CC2)cc1	52.8
74	+	0.142*	Cc1ccc(C)c(N2CCN(c3ccc(S(=O)(=O)c4ccccc4)nn3)CC2)c1	53.6*
75	i	0.0869	O=C(Cn1ccc2ccccc21)NCCCC(=O)Nc1cccc2cccnc12	61.2
76	i	0.134	CC(NC(=O)Nc1cccs1)C(c1cccs1)N1CCOCC1 (configuration not stated)	48.7
77	i	0.0953	Cn1nnc2c(Nc3ccc(F)c(Cl)c3)ncnc21	52.0
78	i	0.0473	COc1ccccc1CCNC(=O)Cc1csc(NC(=O)c2ccc[nH]c2=O)n1	46.3
79	i	0.0968	CSc1ccc(CC(=O)Nc2nnc(-c3ccccc3Cl)o2)cc1	66.5
80	i	0.0967	Cc1[nH]c(=O)[nH]c(=O)c1CC(=O)NCc1cccs1	81.3
81	+	0.0866*	COc1ccc(-c2noc(C3CCN(S(=O)(=O)c4ccc(C)cc4)CC3)n2)cc1	24.8*
82	i	0.11	O=C(N=C1SC2CS(=O)(=O)CC2N1c1ccc(Cl)cc1)c1cccc([N+](=O)[O-])c1 (configuration not stated)	49.9
83	i	0.064	O=C(N1CCN(c2ccc(-c3cccnc3)nn2)CC1)C1(c2ccccc2)CCOCC1	33.5
84	i	0.112	O=C(NCC(F)(F)F)C(=O)NC1CC1	58.6
85	i	0.0888	O=C(Nn1cnc2c(cnn2-c2cccc(Cl)c2)c1=O)c1ccc(Br)cc1	62.6
86	i	0.0569	COc1ccc(-c2cc(CC(=O)Nc3ccc(C(C)C)cc3)no2)cc1	45.9
87	i	0.053	O=S(=O)(NC1CCCCC1N1CCOCC1)c1ccccc1 (configuration not stated)	41.0
88	i	0.0868	COc1ccc(SCC(=O)Nc2cccc3c2C(=O)NC3=O)cc1	61.7

# A second format for part of the listing above.
entry	compound	AMPAR-TARP mod	AMPAR-TARP mod agonism max-min	AMPAR-TARP mod glutamate slope
85	O=C(Nn1cnc2c(cnn2-c2cccc(Cl)c2)c1=O)c1ccc(Br)cc1	i	0.0888	62.6
86	COc1ccc(-c2cc(CC(=O)Nc3ccc(C(C)C)cc3)no2)cc1	i	0.0569	45.9

# These rows are one share of the data; rates above refer to the full screens.
